PTHR1 agonist: PTHR1 (human) receptor agonism | HEK293 GP2 PTHR1 cells, GloSensor cAMP luminescence, 1 h | Potency, µM (series often up to 115 µM), without a hit: at the highest dose activation, usual class: activators | 0.075% of 410,000 active | AID 743266; further: potency means the concentration at half of the fitted maximal effect; nearly all actives have a fitted effect of over 55% in size; some results filed as inactive show a strong effect at the top dose; inactives centre near -15; many of its hits are not listed in these tables
Target sequence (Q03431 whole entry, looked up): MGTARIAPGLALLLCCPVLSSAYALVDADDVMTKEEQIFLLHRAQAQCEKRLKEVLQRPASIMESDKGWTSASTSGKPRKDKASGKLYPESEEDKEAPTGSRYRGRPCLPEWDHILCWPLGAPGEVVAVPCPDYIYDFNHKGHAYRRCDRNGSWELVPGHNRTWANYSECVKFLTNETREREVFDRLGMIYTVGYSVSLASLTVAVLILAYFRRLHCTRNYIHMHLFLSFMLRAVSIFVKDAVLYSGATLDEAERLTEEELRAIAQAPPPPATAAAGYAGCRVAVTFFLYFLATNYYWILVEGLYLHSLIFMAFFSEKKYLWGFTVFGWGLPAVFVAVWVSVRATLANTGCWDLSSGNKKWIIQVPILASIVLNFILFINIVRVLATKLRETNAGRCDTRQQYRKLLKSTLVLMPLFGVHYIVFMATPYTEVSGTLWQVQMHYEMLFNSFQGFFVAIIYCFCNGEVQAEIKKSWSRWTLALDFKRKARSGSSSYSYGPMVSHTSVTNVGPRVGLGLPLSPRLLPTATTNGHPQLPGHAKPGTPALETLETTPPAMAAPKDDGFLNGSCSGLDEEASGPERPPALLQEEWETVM
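HEK-293-derived GP2 cells expressing PTHR1 and a GloSensor cAMP reporter, 3,000/well, plated overnight, given luciferin plus IBMX (each 0.5 mM as added) for 1 h at 37 °C, then compound for 1 h at 37 °C. Luminescence was read after 15 min at room temperature.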
DRD3 antagonist: antagonists of human D3 dopamine receptor | D3R cells, DiscoveRx beta-arrestin luminescence, antagonist mode; active compounds read low | P35462 | 2.5% of 360,000 active | max response, negative = inhibition, %; in the data active means max response below about -50%; inconclusive means no clear call, values can overlap the other calls; further: on the % scale 0 is the no-effect control and ±100 the full control effect; mostly tested at two doses, the higher about 12 µM
Target sequence (P35462 whole entry, looked up): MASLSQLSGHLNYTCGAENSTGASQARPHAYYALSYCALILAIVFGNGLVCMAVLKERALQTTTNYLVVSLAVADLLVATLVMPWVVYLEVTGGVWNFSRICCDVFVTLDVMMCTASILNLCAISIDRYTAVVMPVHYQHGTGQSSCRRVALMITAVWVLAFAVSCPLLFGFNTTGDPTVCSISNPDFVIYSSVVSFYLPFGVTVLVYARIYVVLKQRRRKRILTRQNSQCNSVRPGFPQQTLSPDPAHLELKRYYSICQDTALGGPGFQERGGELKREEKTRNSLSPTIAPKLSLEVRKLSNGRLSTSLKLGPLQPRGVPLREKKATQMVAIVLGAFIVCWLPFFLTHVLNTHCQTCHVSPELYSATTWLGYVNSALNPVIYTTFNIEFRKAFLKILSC
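Cells plated overnight at 1500 cells/well, then exposed to library compounds with dopamine controls for 90 minutes at 37 degrees C. DiscoveRx reagent added for 30–60 minutes at room temperature; luminescence read, quantitative HTS format.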
D3 ag: D3 dopamine receptor (human) agonism; P35462; D3R DiscoveRx beta-arrestin cells, luminescence, 90 min; max activation, %; 0.58% of 410,000 active; in the data active means max activation above about 30%; further: 0% is about no effect; mostly tested at two doses, the higher about 12 µM
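Cells at 1500/well, incubated overnight, then treated with pinned compounds (dopamine as control) for 90 min at 37 degrees C. DiscoveRx reagent added for 30 - 60 minutes at room temperature; luminescence read.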
CCT modulator: changes cytosolic chaperonin activity; purified chaperonin ATPase assay, HTRF ADP detection, 30 min; activity change, % (test concentration not listed), hits read low; 0.3% of 360,000 active; AID 651819; in the data active means activity change below about -30%; further: on the % scale 0 is the no-effect control and ±100 the full control effect
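TRiC at 40 or 20 nM final (batch-dependent) in 30 mM Tris pH 7.4, 100 mM KCl, 5 mM MgCl2, 1 mM DTT, with compound at single 76 uM and 10 uM ATP, 30 min at 37 deg C. ADP detected by HTRF Transcreener, 665/615 ratio.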
EPAC2 agonist: agonists of human EPAC2 (RAPGEF4). AID 720711. EPAC2 activation, biochemical qHTS; response scale: 100% = 6.5 mM cAMP response. 0.079% of 360,000 active. Potency, µM (series often up to 154 µM), inactives show top-dose activation, actives largely listed as activators; further: potency means the concentration at half of the fitted maximal effect; nearly all actives have a fitted effect of over 50% in size
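Guanine nucleotide exchange by EPAC2 is measured as reduced fluorescence of BODIPY-GDP once it is released from 250 nM Rap1B. Plates are read kinetically for 30 min at room temperature; results are scaled to 6.5 mM cAMP.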
Akt phos inh: blocks phosphorylation of Akt; Neuro2A IGF-stimulated pAkt S473 HTRF, 20 min; active compounds read low; activity change, % for hits at 50 µM; 0.32% of 360,000 active; AID 651550; in the data active means activity change below about -80%; inconclusive means mostly about -51% to -80%; further: on the % scale 0 is the no-effect control and ±100 the full control effect
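Neuro2A cells in DMEM with 0.5% FBS, overnight at 37 deg C, given compound at single 50 µM final, then IGF (6 nM final) for 20 min at 37 deg C. Lysed; phospho-Akt Ser473 by HTRF after 24 h, 665/615 ratio.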
EPAC2 antagonist: blocks human EPAC2 exchange factor; Q8WZA2; EPAC2 GEF exchange of Rap1B-BODIPY-GDP, fluorescence; Potency, µM (titrated, usually from 114 µM), for the others: at the top dose activity, negative = inhibition, most hits filed as inhibitors; 0.18% of 360,000 active; further: potency means the concentration at half of the fitted maximal effect; on the % scale 0 is the no-effect control and ±100 the full control effect; nearly all actives have a fitted effect of over 45% in size; many of its hits are not listed in these tables
MmCpn inh: inhibitors of Methanococcus maripaludis chaperonin (MmCpn); purified Mm-Cpn ATPase, ADP Transcreener TR-FRET; Potency, µM (top dose mostly 76.9 µM), for inactives: top-dose activity, negative = inhibition, actives largely listed as inhibitors; 0.031% of 330,000 active; further: potency means the concentration at half of the fitted maximal effect; on the % scale 0 is the no-effect control and ±100 the full control effect; nearly all actives have a fitted effect of over 80% in size
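Measured: ADP formation by purified Mm-CPN. Conditions: 25 nM protein, 10 uM ATP, Tris pH 7.4 with Mg2+, K+ and DTT, 37°C for 30 min. Detection: Transcreener HTRF after 30 min at room temperature.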
Numbers without * were called inactive; i = inactive; ? = inconclusive; nt = no result given; & = joins results of further samples; [ ] = dose if it differs, or a comment. Unless noted, the call rests on the fitted dose curve; in most records, active means well fitted curve in the direction sought with a large enough effect; inconclusive means small, poorly fitted or top-dose-only effect, or another doubt; inactive means no such curve, though single readings can be large; an effect the other way counts as inactive or inconclusive.

structure	PTHR1 agonist	DRD3 antagonist	D3 ag	CCT modulator	EPAC2 agonist	Akt phos inh	EPAC2 antagonist	MmCpn inh
COc1ccccc1CNC(=O)Cc1ccc(C)cc1	i	8	3	-2.0	13%	i	-8%[57.1 µM]	1%
CCCCS(=O)(=O)Nc1ccc2ncn(C)c(=O)c2c1	i	2	2	-0.3	5%	i	6%	0%
Cc1c(C(=O)N(C)c2ccccc2Cl)cnn1-c1ccccc1	i	-12	0	-0.7	8%	i	-7%	2%
O=C(Nc1ccc(Cl)cc1)Nc1nnc(CSCc2ccccc2Cl)s1	-29%	20	8	-4.1	8%	i	0%	1%
CCOc1ccc(S(=O)(=O)NCCOC)cc1C	-2%	9	21	-1.5	0%	i	11%	1%
CCCS(=O)(=O)NC(=O)C1(C)CCCN(C(=O)c2cncc(Br)c2)C1 (configuration not stated)	-18%	-2	-8	-0.8	16%	i	2%	nt
C[C@H](c1ccccc1)N1C[C@@H](COCc2ccccc2)Oc2cc(N3CCC[C@@H]3CO)ccc2S1(=O)=O	-6%	16	-1	0.4	14%	i	-15%	nt
COC(=O)c1ccc(COC(=O)c2c(C)nn(Cc3ccccc3Cl)c2Cl)o1	-16%	-18	-9	-2.8	24%	i	-24%	-2%
O=C(CN(c1ccc(F)cc1)S(=O)(=O)c1ccccc1)Nc1ccccc1C(=O)O	i	3	3	-1.0	4%	i	1%	0%
Cc1ccc(N(CC(=O)NCC2CCCO2)C(=O)CCC(=O)Nc2nccs2)cc1C (configuration not stated)	-12%	3	-1	0.0	7%	i	4%	-1%
COc1ccc(CN2CCN(C(=O)Cn3ncn4cccc4c3=O)CC2)c(OC)c1OC	-35%[inhibitor]	-20	-12	-2.6	3%	i	-20%	2%
COCc1ccc(C(=O)N2CCCC(C(=O)c3cc(F)ccc3F)C2)s1 (configuration not stated)	-35%[inhibitor]	-8	-5	-4.6	14%	i	-4%	2%
CCOC(=O)c1ccc2[nH]cc(C(C)=O)c(=O)c2c1	i	17	8	-2.1	?	i	18%	-1%
Cc1cccc(C(=O)N/N=C/c2ccc(OCC(=O)N3CCCCC3)cc2)c1	i	-13	-4	-1.5	9%	i	-15%	0%
COc1cc(C=O)c(-c2c(C=O)cc(OC)c3c2OCO3)c2c1OCO2	-24%	4	8	-2.4	13%	i	?	2%
O=C(Cc1ccccc1[N+](=O)[O-])OCN1C(=O)c2ccccc2C1=O	-16%	-9	1	0.4	10%	i	1%	2%
COc1ccc(NC(=O)c2ccc(COc3ccccc3)o2)c(OC)c1	-33%[inhibitor]	4	5	-0.9	24%	i	2%	-2%
CCc1ccc(N2CC(C(=O)OCC(=O)NC3CC3)CC2=O)cc1 (configuration not stated)	i	-9	-12	-0.7	12%	i	10%	0%
Cc1ccc(-n2nnnc2SCC(=O)NCC2(N3CCOCC3)CCCCC2)c(C)c1	i	5	8	-0.5	3%	i	4%	1%
Nc1nc(SCC(=O)N2CCCCC2)[nH]c(=O)c1NC(=O)c1cccs1	i	4	10	-0.7	-1%	i	-6%	2%
O=C(Cc1cccs1)N1CCN=C1SCc1ccccc1F	i	15	4	-2.9	3%	i	9%	-6%
CC(=O)Nc1ccc(NC(=O)CSc2nc(=O)n(Cc3ccncc3)c3c2CCC3)cc1	i	6	-7	-1.7	-3%	i	0%	1%
O=C(CCCn1c(=O)c2cccn2c2cccnc21)NCCc1ccc(Cl)cc1	-22%&-20%	-24	-7&-8	-0.2	-6%	i	1%	-2%
CCn1c(=O)cc(SCC(=O)NCc2ccco2)c2ccccc21	-5%	-30	7	1.4	2%	i	0%	1%
Cc1csc(NC(=O)c2ccc(C)c(S(=O)(=O)N3CCCCC3)c2)n1	i	-13	1	-0.2	9%	i	-3%	0%
CN(C)c1ccc(/C=C(\NC(=O)c2ccccc2)C(=O)NCCCN2CCOCC2)cc1	i	0	-8	-2.1	13%	i	2%	5%
C=CCN1C(=O)C(Cc2cccc(Cl)c2)SC1=Nc1ccc(C(=O)O)cc1 (configuration not stated)	-20%	7	0	-1.3	2%	i	0%[57.1 µM]	-2%
CN(CC(=O)N1CCc2ccccc21)S(=O)(=O)c1cccs1	-10%	13	9	-0.4	5%	i	5%	-1%
COC(=O)c1c(NC(=O)COC(=O)CC(NC(C)=O)c2ccccc2)sc(C)c1C (configuration not stated)	i	-17	3	-5.4	5%	i	-4%	1%
COc1ccc(-n2c(COc3ccc(C)cc3)nnc2SCc2ccc(C#N)cc2)cc1	i	9	9	1.1	1%	i	-9%	0%

Full records as entered above. Order of screens: PTHR1 agonist, DRD3 antagonist, D3 ag, CCT modulator, EPAC2 agonist, Akt phos inh, EPAC2 antagonist, MmCpn inh
Profile of O=C(CN(c1ccc(F)cc1)S(=O)(=O)c1ccccc1)Nc1ccccc1C(=O)O = i, 3, 3, -1.0, 4%, i, 1%, 0%
Profile of CN(CC(=O)N1CCc2ccccc21)S(=O)(=O)c1cccs1 = -10%, 13, 9, -0.4, 5%, i, 5%, -1%
Profile of O=C(Cc1ccccc1[N+](=O)[O-])OCN1C(=O)c2ccccc2C1=O = -16%, -9, 1, 0.4, 10%, i, 1%, 2%
Profile of O=C(Nc1ccc(Cl)cc1)Nc1nnc(CSCc2ccccc2Cl)s1 = -29%, 20, 8, -4.1, 8%, i, 0%, 1%

Next part:
structure	PTHR1 agonist	DRD3 antagonist	D3 ag	CCT modulator	EPAC2 agonist	Akt phos inh	EPAC2 antagonist	MmCpn inh
CC1=CC(C)(C)N(C(=O)c2ccccc2)c2ccccc21	-9%[57.5 µM]	?	2	-1.3	-1%	i	1%[57.1 µM]	-1%
Cc1ccc(CN2CCSc3ccc(C(=O)NCC4CCCO4)cc32)cc1 (configuration not stated)	i	11	-7	-6.2	11%	i	-15%	-10%
Cc1ccc(OCC(O)Cn2c(N)nc3c2c(=O)n(C)c(=O)n3C)cc1 (configuration not stated)	-31%	3	53*	-2.8	6%	i	2%	1%
CC(c1ccccc1)n1cc(C(=O)NCCCn2ccnc2)nn1 (configuration not stated)	-8%[57.5 µM]	14	-7	1.4	-7%	i	16%	3%
COc1ccc(-c2cc(N)n(S(=O)(=O)c3ccc(C)cc3)n2)c(OC)c1	-41%[inhibitor]	40	1	2.1	16%	i	-7%	3%
Cc1ccccc1CC1(CO)CCCN(C(=O)CCC(F)(F)F)C1 (configuration not stated)	i	0	3	-2.3	6%	i	4%	0%
O=C(/C=C/c1cccc(Cl)c1)NCc1ccncc1	i	25	3	-0.3	-1%	i	5%	1%
CCN(CC)CCn1c(O)c(N=O)c2ccccc21	-24%	-2	-19	-1.0	17%	i	0%	-1%
CCc1c(C2(O)CCCCC2)[nH]c2ccc(C(=O)OC)cc12	i	4	-10	-3.4	16%	i	-5%	nt
COc1cccc(/C=C/C(=O)OCC(=O)Nc2cccc(S(=O)(=O)N3CCOCC3)c2)c1OC	-22%	5	-4	1.8	27%	i	-9%	-1%
C/C(=N/NC(=O)c1nnn(-c2nonc2N)c1CSc1ccc(C)cc1)c1ccncc1	i	6	5	1.5	5%	i	10%	nt
COC(=O)N/N=C\c1ccc(OC/C=C/c2ccccc2)cc1	-5%	11	4	-0.1	7%	i	3%	-1%
O=C(CSCc1ccccc1)NC1CCSC1=O (configuration not stated)	-24%	-3	-2	0.6	0%	i	7%	-2%
NNC(=O)c1sccc1OCc1ccc(Cl)cc1Cl	-34%[inhibitor]	-22	0	-1.0	7%	i	-16%	0%
O=C(NNC(=O)c1cccs1)c1ccccn1	-2%	0	-3	-1.7	5%	i	3%	nt
COc1ccc(S(=O)(=O)N(c2onc(C)c2Cl)S(=O)(=O)c2ccc(OC)c(OC)c2)cc1OC	-6%[57.5 µM]	19	-2	0.7	-10%	i	1%	0%
O=C(c1cccc(S(=O)(=O)N2CCCCC2)c1)N1CCc2ccccc21	-6%	8	7	0.5	-1%	i	11%	3%
O=[N+]([O-])c1cccc(CSC2=NCCN2S(=O)(=O)c2ccccc2)c1	-6%	-1	2	1.4	18%	i	-9%	1%
COC(=O)C1C(c2ccccc2)C(C(=O)N2CCN(C)CC2)C1c1ccccc1 (configuration not stated)	-15%	?	-4	0.0	7%	i	0%	0%
O=S(=O)(NCCc1ccccn1)c1ccc(-c2ccccn2)s1	i	2	8	0.7	4%	i	0%	-5%
COc1ccc2c(c1)c(CC(=O)NCc1cc([N+](=O)[O-])ccc1O)c(C)n2C(=O)c1ccc(Cl)cc1	-34%[inhibitor]	9	3	-1.5	-2%	i	10%	-1%
Cc1ccc(S(=O)(=O)CC(=O)N(CCCN(C)C)c2nc3ccc(C)cc3s2)cc1	i	-23	-1	-13	-4%	i	4%	1%
O=C(CS(=O)CC(=O)Nc1cccc2c1CCCC2)Nc1ccc(F)cc1 (configuration not stated)	i	-5	4	-1.5	0%	i	5%	0%
COc1ccc(OC)c(NC(=O)Nc2ccc3c(c2)CCC3)c1	i	?	-22	-1.6	3%	i	4%	3%
CCCc1nc2oc3ccccc3c(=O)c2c(=O)n1-c1ccc(C)cc1	-15%	23	-7	1.6	-2%	i	1%	-1%
O=C(c1cccc(Cl)c1)N1CCN(S(=O)(=O)c2ccc(Cl)s2)CC1	-42%	9	9	1.6	8%	i	-14%	3%
Cc1ccc(NCCCn2cnc3c(OCc4ccccc4)ncnc32)cc1C	-49%[inhibitor]	-2	6	-2.1	-7%	i	-16%	nt
CN(C(=O)c1cccc(NC(=O)Cc2ccc(NC(=O)C3CCCN(C(=O)C4CCC4)C3)cc2)c1)C1CCCC1 (configuration not stated)	-74%[inhibitor]	-12	-8	0.4	8%	i	10%	nt
CCc1ccc(NC(=O)CSc2nc(CSc3ccc(C)cc3)cc(=O)[nH]2)cc1	i	-17	-9	-0.7	-6%	i	-1%	1%
CC(C)Cn1c(-c2cccnc2)nc2c1c(=O)[nH]c(=O)n2CC(C)C	i	-2	-1	0.1	10%	i	4%	-3%
Cc1cccc(C(=O)OCC(=O)c2ccc(CC(=O)N3CCOCC3)s2)c1C	-27%	26	1	1.4	4%	i	-1%	-9%
c1ccc(Cn2c(Cn3c(-c4cnccn4)nc4ccccc43)nc3ccccc32)cc1	-17%	-22	-4	0.7	23%	i	-16%	nt

This is a subset; rates above refer to the full screens.
